Screening data (PubChem BioAssay)
aSyn tox rescue: rescues yeast growth from alpha-synuclein toxicity | S. cerevisiae alpha-synuclein toxicity rescue, BacTiter-Glo growth, 24 h | Potency, µM (doses to about 46.1 µM), inactives show top-dose growth rescue (activation), usual class: activators | actives 0.02% (n = 94,000) | AID 1347070; active = well fitted activation curve with a large enough effect; inconclusive = small, poorly fitted or top-dose-only effect; also: 0% is about no effect
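Growth restoration measured by BacTiter-Glo luminescence after 24 hr at 30 deg C; alpha-synuclein yeast, raffinose-pregrown to mid-log, were added at OD600=0.02 in galactose medium onto pinned compounds.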
* hit, by the source's call; ? = inconclusive; [ ] = another dose, or the depositor's remark. Potency is read from the fitted curve at half-maximal effect. This is a subset; rates above refer to the full screens.

SMILES	aSyn tox rescue
COc1ccc(CNCc2ccc(C(=O)O)s2)cc1	3%
COc1cccc(-n2c(=O)c3c4c(sc3n(Cc3ccc(F)cc3Cl)c2=O)CCCC4)c1	-7%
O=C(COc1ccccc1Cl)NCCCNC(=O)c1ccccn1	3%
Cc1ccc(C)c(NC(=O)N2CCN(C(=O)c3nsc4ccccc34)CC2)c1	5%
COc1cc(OC)c(NC(=O)Cn2ncn3c(cc4cc(C)ccc43)c2=O)cc1Cl	-6%
COc1ccc(NC(=O)c2ccc(-c3ccc([N+](=O)[O-])cc3)o2)cc1	-6%
CCOC(=O)c1cnc2ccc(OCC)cc2c1N1CCN(c2ccccc2F)CC1	-13%
O=C(CSc1nccn1Cc1ccccc1)NCc1ccco1	1%
CCCn1c2c(c(O)c(C(=O)Nc3nc4ccccc4s3)c1=O)CCCC2	-4%
Cc1ccc(-n2nc(C)c3c(C)cc(=O)n(CC(=O)NC(C)C)c32)cc1	-13%
COc1cccc(C2CC(=O)N(c3ccc(F)cc3)C3=C2C(=O)OC3)c1OC (stereo unspecified)	0%
COC(=O)COc1ccc(C2C(C(=O)OC)=C(C)NC3=C2C(=O)c2ccccc23)cc1OC (stereo unspecified)	5%
CCOc1ccc(N(Cc2cc3cc(C)ccc3[nH]c2=O)C(=O)c2cccc(Cl)c2)cc1	3%
COc1ccccc1S(=O)(=O)N(C)C[C@H]1OCc2cnnn2CCCC(=O)N([C@H](C)CO)C[C@@H]1C	-4%
COc1ccccc1Nc1cc(C(=O)NCc2cccs2)c2ccccc2n1	-6%
Cc1ccc(CCNC(=O)c2ccc(CSCc3ccccc3C)o2)cc1	4%
CCCC(=O)Nc1nc2c(OC)ccc(OC)c2s1	7%
CN1OC[C@@H]2CN(S(=O)(=O)c3cccc4ccccc34)[C@H](c3ccc(-c4ccccc4)cc3)C[C@@H]21	4%
Cc1ccccc1-c1nc(CS(=O)(=O)CC(=O)N2CCc3ccccc32)c(C)o1	4%
COCCCNC(=O)c1[nH]c2cc(OC)ccc2c1Sc1ccc(C)cc1	1%
Cc1cc2c(cc(C(=O)N3CCC(C(=O)N4CCCC4)CC3)n2Cc2c(F)cccc2Cl)o1	2%
CCn1c(=O)c(C(=O)Nc2cc(OC)c(OC)c(OC)c2)nc2ccccc21	2%
O=C(COC(=O)C1CCC1)Nc1cccc(Cl)c1	-3%
COc1ccc(N(CC(=O)Nc2cccc(C)c2C)S(=O)(=O)c2c(C)[nH]c(=O)[nH]c2=O)cc1	16%
O=c1[nH]cc(S(=O)(=O)N2CCN(c3ccc(F)cc3)CC2)c(=O)[nH]1	-9%
COc1ccc(CNc2ncnc3onc(C)c23)cc1	-4%
Cc1ccc(NC(=O)CSCC(=O)N(C)Cc2c(F)cccc2Cl)cc1	4%
CCOC(=O)c1sc(NC(=O)c2nc3ncccn3n2)c(C(=O)OC(C)C)c1C	-6%
Cc1ccc(OCC(=O)NCCNC(=O)c2ccncc2)cc1C	7%
COc1cc(NC(=O)c2nn(-c3ccc(F)cc3)c(=O)n(C)c2=O)cc(OC)c1OC	-6%

The closing 5 records of the part above lead into the next:
SMILES	aSyn tox rescue
COc1ccc(CNc2ncnc3onc(C)c23)cc1	-4%
Cc1ccc(NC(=O)CSCC(=O)N(C)Cc2c(F)cccc2Cl)cc1	4%
CCOC(=O)c1sc(NC(=O)c2nc3ncccn3n2)c(C(=O)OC(C)C)c1C	-6%
Cc1ccc(OCC(=O)NCCNC(=O)c2ccncc2)cc1C	7%
COc1cc(NC(=O)c2nn(-c3ccc(F)cc3)c(=O)n(C)c2=O)cc(OC)c1OC	-6%
O=C(Nc1cccc(Cl)c1Cl)C1CCCC1	2%
CCc1ccc(CNc2ncnc3c2nc2n3CCCC2)cc1	-1%
O=C(Nc1ccn(CCCN2CCN(c3ccccc3)CC2)c(=O)n1)OCc1ccccc1	11%
N#Cc1ccccc1C[C@H](N)C(=O)NC[C@H]1O[C@@H](n2ccc(N)nc2=O)[C@H](O)[C@@H]1O	6%
COc1ccc(CNC(=O)c2ccc3c(c2)CCN3S(=O)(=O)c2ccc(Cl)cc2)cc1	0%
COc1ccc2c(CNCc3cccs3)c(C(=O)O)n(Cc3ccccc3C)c2c1	-6%
O=C(O)CCC(=O)Nc1ccc(NC(=O)c2ccc(Cl)cc2Cl)c(Cl)c1	-2%
COc1cccc(OCc2nc3ccccc3n2Cc2ccccc2)c1	?
O=C(O)/C=C/C(=O)c1ccc2c(c1)NC(=O)CO2	12%
COc1ccc(CCN2C(=NC(=O)C(C)C)SC3CS(=O)(=O)CC32)cc1 (stereo unspecified)	2%
O=C(CCC(=O)c1ccc(Cl)cc1)OCc1nc2ccsc2c(=O)[nH]1	14%
Cc1ccc(C)c(N2CCN(C(=O)CN3C(=O)COc4ccc(S(=O)(=O)N5CCC(C)CC5)cc43)CC2)c1	6%
O=S(=O)(c1ccc2nc(-c3ccccc3)[nH]c2c1)N1CCN(c2cccc(Cl)c2)CC1	1%
CCC(=O)N1CCc2cc(S(=O)(=O)CCC(=O)N3CCN(c4cccc(C)c4)C(C)C3)ccc21 (stereo unspecified)	3%
O=C1CN(C(=O)c2ccc(S(=O)(=O)N3CCCC3)cc2)C(c2ccccc2)c2cc(Br)ccc2N1 (stereo unspecified)	4%

Filtered by structure, the entries above with an aryl thioether with sulfur outside any ring.
SMILES	aSyn tox rescue
O=C(CSc1nccn1Cc1ccccc1)NCc1ccco1	1%
COCCCNC(=O)c1[nH]c2cc(OC)ccc2c1Sc1ccc(C)cc1	1%

(listing goes on)
SMILES	aSyn tox rescue
CCCN1C(=O)c2[nH]nc(-c3ccc(F)cc3)c2C1c1ccc(O)c(OCC)c1 (stereo unspecified)	4%
Clc1ccc(-c2nc3ccccc3[nH]2)cn1	-20%
Cc1cc(C)n(-c2nc3nonc3nc2Nc2cccc(C)c2C)n1	5%
Fc1ccc(CNc2ncnc3onc(-c4ccc(F)cc4)c23)cc1	0%
O=C(Cc1ccccc1F)NCC1(N2CCOCC2)CCCCC1	0%
Cc1ccc(CC(=O)N(Cc2nc(-c3ccc(C)cc3)no2)C(C)C)cc1	1%
CCN(Cc1ccccc1)C(=O)Cn1cc(S(=O)(=O)Cc2cccc(Cl)c2)c2ccccc21	4%
CC(=O)c1cccc(NC(=O)/C=C/c2ccc([N+](=O)[O-])s2)c1	-11%
Cc1cc(OCC(=O)N(C)c2ccccc2)cc2c1C(=O)CC(C)(C)O2	10%
CNS(=O)(=O)c1cccc(C(=O)OCC(=O)c2c(N)n(C)c(=O)n(C)c2=O)c1	-7%
CC(Sc1cnccn1)C(=O)O (stereo unspecified)	-4%
O=C(NCC1CCCO1)c1ccc(COc2ccccc2Br)cc1 (stereo unspecified)	-2%
COP(=O)(OC)c1nc(-c2ccccc2)oc1NCc1ccccc1	-4%
CCN1CCN(c2nc(N)c([N+](=O)[O-])c(Nc3ccc(C)c(C)c3)n2)CC1	-11%
C=CCn1c(=O)[nH]c2nc3cc(N=CN(C)C)c(C)cc3nc2c1=O	4%
COc1cccc(N(C(=O)c2snc(C(N)=O)c2N)C(C(=O)NCC2CCCO2)c2ccc3ncccc3c2)c1 (stereo unspecified)	-3%
Cc1cc(NCc2ccco2)nc(N2CCC(C(=O)NC3CCCCC3)CC2)n1	-11%
COC(=O)c1ccc(NC(=O)CCc2c(C)nn(-c3ccc(N4CCCC4)nn3)c2C)cc1	-1%
Oc1ccccc1N1CCN(C(=S)Nc2ccc(SC(F)F)cc2)CC1	-3%
O=[N+]([O-])c1ccc(C2=NCCO2)cc1	4%
CCN1CCN(C(=O)c2ccc3c(c2)N(Cc2cc(C)ccc2C)C(=O)c2ccccc2S3=O)CC1 (stereo unspecified)	-3%
CSc1nc(-c2ccco2)nn1C(=O)c1ccccc1Cl	6%
Cc1ccccc1Cn1c(SCc2ccc(C(=O)NC(C)c3ccccc3)cc2)nc2ccncc21 (stereo unspecified)	-2%
COc1ccc(-c2cc(C)no2)cc1S(=O)(=O)N1CC(C)Oc2ccccc21 (stereo unspecified)	-5%
CCC1CCCCN1C(=O)Cn1c(=O)n(CC2CCC(C(=O)NC)CC2)c(=O)c2sccc21 (stereo unspecified)	7%
CC(C)N1C(=O)C(=O)N(CC(=O)N2c3ccccc3NC(=O)CC2C)C1=O (stereo unspecified)	-3%
Cc1c(/C=N/NC(=O)CNc2ccccc2)c2ccccn2c1C(=O)c1ccncc1	7%
Cc1c(Nc2scc(-c3ccccc3)[n+]2-c2ccccc2)c(=O)n(-c2ccccc2)n1C	12%
COc1cccc(CNC(=O)c2ccc3c(c2)nnn3C2CCCC2)c1	-4%
C[C@@H]1CN([C@H](C)CO)S(=O)(=O)c2ccc(Br)cc2O[C@@H]1CN(C)C(=O)Nc1ccc(C(F)(F)F)cc1	-10%
CSc1nn(Cc2cccc(F)c2)c(N(C(C)=O)C(C)=O)c1S(=O)(=O)c1ccccc1	-41%[inhibitor]
O=C(COC(=O)C1CCN(c2ccc(C(F)(F)F)cn2)CC1)c1ccccc1Cl	14%
OCCCNCc1ccc(Cl)cc1Cl	-5%
Cc1ccccc1/C=N\NC(=O)c1ccccc1-n1cccc1	7%
O=C(O)c1ccccc1C(=O)Nc1ccccc1[N+](=O)[O-]	2%
CCN(CC)S(=O)(=O)c1ccc(OC)c(NC(=O)c2ccc([N+](=O)[O-])cc2)c1	-1%
CCc1ccc(C(O)(c2ccccc2OC)C(CN2CCOCC2)c2ccccc2)cc1 (stereo unspecified)	2%
COc1cc2c(=O)c(S(=O)(=O)c3ccc(F)cc3)cn(Cc3ccccc3C)c2cc1OC	0%
Cc1ccccc1Nc1c(-c2ccc(O)cc2)nc2c(C)cccn12	7%
CCOC(=O)c1ccc(Nc2sc(C(=O)c3cccc([N+](=O)[O-])c3)c(N)c2C#N)cc1	-3%
O=C(O)CCn1cnc2onc(-c3ccccc3Cl)c2c1=O	-4%
Cn1c(C(=O)Nc2ccc3c(c2)OCCO3)cc2c(=O)n(C)c3ccccc3c21	-2%
CCS(=O)(=O)NCc1ccc2c(c1)cc(C)n2C	-2%
CCCC(=O)Nc1nnc(S(=O)(=O)N2CCCCCC2)s1	0%
CC(=O)Cn1cnc2c(sc3nc(C)cc(C)c32)c1=O	3%

An excerpt of these results, field by field:
> CSc1nn(Cc2cccc(F)c2)c(N(C(C)=O)C(C)=O)c1S(=O)(=O)c1ccccc1
- aSyn tox rescue: -41%[inhibitor]
> O=C(COC(=O)C1CCN(c2ccc(C(F)(F)F)cn2)CC1)c1ccccc1Cl
- aSyn tox rescue: 14%

Further structures:
SMILES	aSyn tox rescue
Cc1cccc(C(=O)Nc2nc(-c3nnn(-c4cc(C)ccc4C)c3C)ns2)c1	2%
CN(Cc1ccccc1)C(=O)C(=O)c1c[nH]c2ccccc12	3%
C=CCNC(=O)/C(C#N)=C/c1ccccc1Cl	-59%[inhibitor]
Cc1cc(C(=O)CN2C(=O)NC(C)(c3ccc(F)c(F)c3)C2=O)c(C)n1C1CC1 (stereo unspecified)	14%
CC(NC(=O)c1ccccc1)c1ccc(Br)cc1 (stereo unspecified)	2%
CC1CCN(S(=O)(=O)c2cn(C)c(=O)n(C)c2=O)CC1	-6%
O=C(O)c1cc(NC2(c3ccccc3)C(=O)c3ccccc3C2=O)ccc1Cl	5%
COc1ccccc1NC(=O)CCn1cnc2ccccc2c1=O	4%
COc1ccc(NC(=O)C2=CC(c3ccc(C)cc3)=NS(=O)(=O)N2C)cc1OC	2%
C[C@@H]1CN([C@H](C)CO)C(=O)c2c(c3ccccc3n2C)-c2ccccc2CO[C@H]1CN(C)Cc1ccc(C(F)(F)F)cc1	-4%
COc1ccc(-c2ccc(=O)n(CC(=O)Nc3ccc(OC)c(OC)c3)n2)cc1	-10%
Cc1ccc(Cl)cc1NC(=O)C1CCN(c2nnc(C)c3c(C)n(-c4ccccc4)nc23)CC1	3%
CCOc1ccc(NC(=O)Cc2c[nH]c3ccccc23)cc1	7%
Cc1cccc(C(C)C)c1NC(=O)COC(=O)COc1ccc2c(C)cc(=O)oc2c1	8%
COCCn1c(N)c(N(Cc2ccccc2)C(=O)C(C)Oc2ccc(Br)cc2)c(=O)[nH]c1=O (stereo unspecified)	9%
Cc1cc(NC(=O)c2cc(-c3cccc(Cl)c3)on2)nn1Cc1ccc(Cl)cc1	2%
CCc1cccc(C)c1NC(=O)CN1C(=O)C2(SCC(=O)N2c2cc(C)cc(C)c2)c2ccccc21 (stereo unspecified)	-2%
COc1ccc(CN(CCCn2cnc3c(OC)ncnc32)CCCn2cnc3c(OC)ncnc32)cc1	-1%
COc1cccc(Cn2c(NCc3ccc(C)cc3)nc3c2c(=O)n(C)c(=O)n3C)c1	5%
O=C(CC1C(=O)OCCN1Cc1ccccc1)Nc1cccc(Cl)c1 (stereo unspecified)	3%
COc1cccc(N2CCN(C(=O)C3CCN(S(=O)(=O)c4c(C)noc4/C=C/c4ccccc4F)CC3)CC2)c1	9%
CCOc1ccc(NC(=O)Cn2c(=O)n(CCCS(=O)(=O)C3CCCCC3)c(=O)c3ccccc32)cc1	-5%
CNc1c(NS(=O)(=O)c2cc(NC(C)=O)ccc2C)c(=O)oc2ccccc12	4%
CCC1Oc2ccc(C)cc2N(CC(=O)NC2CCCCC2)C1=O (stereo unspecified)	6%
CCc1ccc(-c2cc(C)no2)cc1S(=O)(=O)Nc1ccc(Cl)cn1	1%
CCOC(=O)c1ccc(NC(=O)CSc2nc(-c3ccc(OC)cc3)cc(C(F)(F)F)c2C#N)cc1	-1%

Of the compounds above, 5 contain bromine.
SMILES	aSyn tox rescue
O=C1CN(C(=O)c2ccc(S(=O)(=O)N3CCCC3)cc2)C(c2ccccc2)c2cc(Br)ccc2N1 (stereo unspecified)	4%
O=C(NCC1CCCO1)c1ccc(COc2ccccc2Br)cc1 (stereo unspecified)	-2%
C[C@@H]1CN([C@H](C)CO)S(=O)(=O)c2ccc(Br)cc2O[C@@H]1CN(C)C(=O)Nc1ccc(C(F)(F)F)cc1	-10%
CC(NC(=O)c1ccccc1)c1ccc(Br)cc1 (stereo unspecified)	2%
COCCn1c(N)c(N(Cc2ccccc2)C(=O)C(C)Oc2ccc(Br)cc2)c(=O)[nH]c1=O (stereo unspecified)	9%
